# Pyk2 oligo antag: antagonists of Pyk2 self-association, primary screen, Q293 cells, FERM NanoBiT luminescence, HTS; Protein-tyrosine kinase 2-beta (Homo sapiens), Q14289; z-score (the deposit names both 25 µM and 10 µM); 99,000 compounds, 0.83% hits; hits give low values;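 active = Z-score of -3 or lower, scaled per plate to the spread of control and sample wells; inactive = z-score above -3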;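 note: negative z-score means lost luminescence so less FERM oligomerization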
# Target sequence (Q14289 whole entry, looked up): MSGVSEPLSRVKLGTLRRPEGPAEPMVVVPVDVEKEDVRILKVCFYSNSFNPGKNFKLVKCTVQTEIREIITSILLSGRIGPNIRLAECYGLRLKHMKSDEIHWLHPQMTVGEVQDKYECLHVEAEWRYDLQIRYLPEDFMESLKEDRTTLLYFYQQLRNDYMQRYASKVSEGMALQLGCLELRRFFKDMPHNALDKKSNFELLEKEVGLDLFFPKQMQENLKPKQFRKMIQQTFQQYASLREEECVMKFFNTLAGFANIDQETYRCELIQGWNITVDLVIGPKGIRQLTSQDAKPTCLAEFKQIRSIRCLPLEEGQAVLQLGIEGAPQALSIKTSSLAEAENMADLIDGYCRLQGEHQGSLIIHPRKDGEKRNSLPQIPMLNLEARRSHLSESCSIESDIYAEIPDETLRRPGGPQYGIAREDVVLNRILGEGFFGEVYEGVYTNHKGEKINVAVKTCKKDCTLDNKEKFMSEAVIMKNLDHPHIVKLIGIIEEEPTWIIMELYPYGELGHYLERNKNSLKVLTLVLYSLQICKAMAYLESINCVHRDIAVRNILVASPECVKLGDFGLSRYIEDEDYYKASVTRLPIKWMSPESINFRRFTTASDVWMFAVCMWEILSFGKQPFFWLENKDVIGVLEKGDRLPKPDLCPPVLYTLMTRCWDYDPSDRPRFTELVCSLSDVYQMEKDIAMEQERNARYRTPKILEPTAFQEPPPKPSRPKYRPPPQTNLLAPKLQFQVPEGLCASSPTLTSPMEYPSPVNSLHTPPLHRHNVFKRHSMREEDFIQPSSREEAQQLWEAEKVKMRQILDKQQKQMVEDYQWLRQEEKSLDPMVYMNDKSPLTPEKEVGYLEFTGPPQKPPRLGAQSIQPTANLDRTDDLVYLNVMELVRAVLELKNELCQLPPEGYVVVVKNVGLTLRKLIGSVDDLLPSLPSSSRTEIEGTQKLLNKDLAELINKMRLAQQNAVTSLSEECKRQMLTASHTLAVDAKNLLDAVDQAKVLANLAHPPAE
# CYP2C9 act: human CYP2C9 activators, primary screen, biochemical, luminescence. recombinant CYP2C9, luciferin-H conversion; hits give high values; factor 1 = untreated enzyme, 0 = blocked. 96,000 compounds, 1.4% hits. activation factor at 5 µM. Cytochrome P450 2C9 (Homo sapiens), P11712;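 active = activation factor of 2 or more for CYP2C9 at a 5 µM dose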;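 note: 0 = sulfaphenazole-blocked wells and 1 = vehicle-only wells; values of inactives mirror those of a sister screen read the other way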
# EphB4 antag: EphB4-ephrin-B2 interaction antagonists, primary screen, biochemical, TNYL-RAW peptide probe, fluorescence polarization; EphB4 LBD / TNYL-RAW-Alexa532 peptide; inhibition, % at 7 µM; 97,000 compounds, 0.15% hits; AID 720, 2007;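 active = inhibition above the screen-wide mean inhibition plus 3 SD, cut at about 15% in these data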;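 note: 0% = DMSO wells and 100% = excess unlabeled TNYL-RAW peptide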
# PostGolgi yeast: phenotypic screen on post-Golgi transport, primary screen | post-Golgi transport phenotypic cell assay | inhibition, % at 10 µM | 98,000 compounds, 0.9% hits; in the data active = inhibition above about 30%;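 note: yeast cells grown in 1536-well plates; yeast grown about 18 h at 30C before absorbance read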
# Ecoli WT expand: growth inhibitors of wild-type E. coli, primary screen, strain BW25113, expanded library, OD600; OD600 absorbance; growth inhibition, % at 100 µM; 98,000 compounds, 0.15% hits; AID 710, 2007;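 active = growth inhibition above about 50% at one test dose, limit read from the data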;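 note: growth measured after 20 h incubation at 37 °C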
# CYP2C19 inh: blockers of cytochrome P450 2C19 activity – biochemical, luminescence, ADME assay, primary screen; P33261; CYP2C19 Supersomes, luciferin-H EGE luminescence, 30 min; inhibition, % at 5 µM; 96,000 compounds, 21% hits; AID 778, 2007;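 active = CYP2C19 inhibition above a set limit at 5 µM in the primary screen, cut at about 50% in these data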;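 note: plate controls were negative control wells for no effect and 2.5 mM tranylcypromine positive control for full effect; values of inactives mirror those of a sister screen read the other way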
# CYP2C19 activ: human CYP2C19 activators, primary screen, biochemical, luminescence; Cytochrome P450 2C19 (Homo sapiens), P33261; recombinant CYP2C19, luciferin-H EGE luminescence; hits give high values; 0 = fully inhibited enzyme, 1 = untreated enzyme; activation factor at 5 µM; 96,000 tested, under 10 active;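 active = activation factor of at least 2 at 5 µM in the primary screen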;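 note: 0 = wells with 2.5 mM tranylcypromine and 1 = vehicle-only wells; values of inactives mirror those of a sister screen read the other way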
# CYP2C9 inh: blockers of cytochrome P450 2C9 activity – biochemical, luminescence, ADME assay, primary screen; P11712; CYP2C9 Supersomes, luciferin-H conversion; inhibition, % at 5 µM; 96,000 compounds, 20% hits; AID 777, 2007;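 active = blocking of liver enzyme CYP2C9 beyond about 50% at 5 µM, limit read from the data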; note: values of inactives mirror those of a sister screen read the other way
# PLAP activator: PLAP enzyme activators, biochemical, luminescence, HTS; purified PLAP enzyme, luminescent substrate read-out; hits give high values; activation fold at 20 µM; 96,000 compounds, 1.2% hits; AID 696, 2007; in the data active = activation fold above about 2
# An asterisk follows results filed as active; . = no result given.
SMILES,Pyk2 oligo antag,CYP2C9 act,EphB4 antag,PostGolgi yeast,Ecoli WT expand,CYP2C19 inh,CYP2C19 activ,CYP2C9 inh,PLAP activator
CCn1ncc(C2=NOC(C(=O)Nc3ccc(C)cc3)C2)c1C (stereo not drawn),0.87,1.2,0,5,7,29,0.7,-23,1
CC(C)NC(=O)N1CCN(c2ccncc2S(=O)(=O)N2CCOCC2)CC1,0.6,1,4,2,-8,-5,1,-2,1.1
COc1ccc(C(=O)N2CCC(C(=O)Nc3ccc4c(c3)OCCO4)CC2)cc1,0.92,0.9,-4,-3,5,-3,1,11,1
CC(C)(C)c1ccc(S(=O)(=O)CCc2ccccn2)cc1,-0.01,0.8,4,-4,-3,68*,0.3,20,1
O=C(c1ccc2c(c1)[nH]c(=S)n1c3ccccc3nc21)N1CCN(c2ncccn2)CC1,-1.1,0.7,3,-1,-6,27,0.7,33,0.9
CC1=CC(C)C2C(=O)N(CCC[N+](C)(C)C)C(=O)C2C1 (stereo not drawn),0.4,0.9,7,2,0,6,0.9,11,0.9
Cc1cccc2cc3c(N)c(C(=O)N4CCOCC4)sc3nc12,0.19,0.8,-3,12,9,12,0.9,16,1
COCc1cc(Sc2cccc(Cl)c2Cl)nc(-c2ccccc2)n1,0.74,0.8,-1,8,-3,6,0.9,22,1
Cc1cc(-c2cc(N)n(-c3ccccc3)n2)c(C)n1C1CCCC1,-1.9,0.6,-2,0,-3,34,0.7,38,1.4
CN1CSC2=C(C#N)C(c3cccc(OCc4ccccc4)c3)CC(=O)N2C1 (stereo not drawn),.,0.2,2,-7,-6,18,0.8,84*,1.7
CC(C)(C)c1ccc(S(=O)(=O)n2c(CN3CCOCC3)nc3ccccc32)cc1,0.07,0.9,6,0,3,15,0.9,14,0.9
Cc1nnc(SCC(=O)Nc2sc3c(c2C(N)=O)CCCC3)[nH]c1=O,-0.12,0.3,1,3,1,1,1,69*,1.1
COc1ccc(N2CCN(CCNC(=O)c3ccc(NC(=O)C4CCCO4)cc3)CC2)cc1 (stereo not drawn),0.11,1.1,.,-13,3,0,1,-10,1.2
CC1Cc2ccccc2N1C(=O)COC(=O)c1ccc(S(=O)(=O)N(C)C)cc1 (stereo not drawn),-0.43,1.2,-1,30*,0,2,1,-15,0.9
CCOC(=O)N/N=C\c1ccc([N+](=O)[O-])o1,0.67,1,1,-11,100*,-3,1,2,0.8
CCN1CCN(C(=O)CCCn2c(C)c3cnn(-c4ccccc4)c(=O)c3c2C)CC1,.,0.9,2,-2,0,12,0.9,12,1.6
Cc1cccc(NC(=O)/C(=C\c2cccs2)NC(=O)c2ccccc2)c1,-0.89,0.9,-41,-6,-2,2,1,12,1.2
Cc1cc(NC(=O)CSc2ccc3c(c2)OCCO3)no1,0.84,0.6,-2,5,5,57*,0.4,40,1
CC(C)N(Cc1nc(-c2ccccc2)no1)C(=O)C(C)(C)C,0.5,0.6,7,-7,-5,52*,0.5,44,1
O=C(CN1CCC(C(=O)c2ccc(F)cc2)CC1)Nc1ccccc1,1.2,0.4,-3,3,12,37,0.6,57*,0.9
CCN(CC(=O)NCc1ccc(F)cc1)C(=O)C1CCN(C(=O)Nc2ccccc2)CC1,0.53,1.1,.,0,-2,2,1,-10,1.2
COc1ccccc1CCn1c(N)c(C#N)c2nc3ccccc3nc21,-1.4,0.4,-4,3,-6,38,0.6,55*,1.1
CCCOC(=O)c1cccc(NC(=O)c2cccnc2)c1,1,0.6,-7,-7,9,44,0.6,40,0.9
CCS(=O)(=O)N1CCC(C(=O)NCc2cccc(OC)c2)CC1,-0.96,1,6,-4,5,-4,1,-1,0.9
CCNC(=O)COC(=O)C1C(C(=O)OCC)=C(C)NC(C)=C1C(=O)OCC,0.38,0.3,-4,-3,2,86*,0.1,75*,1.7
O=C(Oc1cccc(NC(=O)c2ccco2)c1)c1ccc(Br)c(S(=O)(=O)N2CCCCC2)c1,-0.08,0.5,7,10,-14,26,0.7,48,1.7
CC1=CC(=O)C=CC1(C)C(Cl)(Cl)Cl (stereo not drawn),0.28,1.1,4,-1,4,9,0.9,-6,1.1
C(=N\C(/N=C/c1ccco1)c1ccco1)/c1ccco1,0.22,1,.,4,3,-6,1.1,0,1.1
COc1ccc(CNC2CCCC2)c(OC)c1OC,1.1,1.3,-6,-4,-3,-20,1.2,-25,1.1
O=C(O)CN(Cc1ccco1)S(=O)(=O)c1ccc(F)cc1,0.86,.,2,1,-6,.,.,.,.
O=C(O/N=C/c1cccc([N+](=O)[O-])c1)C1CC1,0.36,1,0,3,17,44,0.6,-2,0.9
O=C(CCCC(=O)OCC(F)(F)C(F)F)Nc1ccc(NC(=O)CCCC(=O)OCC(F)(F)C(F)F)cc1,1.1,0.8,-4,-3,4,6,0.9,18,1.1
COc1ccc(CCNC(=O)CCn2c(=O)[nH]c3cc(OC)c(OC)cc3c2=O)cc1OC,0.52,.,-1,-7,-4,.,.,.,.
O=C(CCc1ccc(S(=O)(=O)NCCc2ccccc2)cc1)N1CCN(Cc2ccc3c(c2)OCO3)CC1,-0.02,0.6,1,-2,-24,53*,0.5,43,1.4
COc1ccc(/C(O)=C2\C(=O)C(=O)N(CC3CCCO3)C2c2cc(OC)ccc2OC)cc1 (stereo not drawn),1.2,1,2,0,-2,-4,1,1,0.9
Cn1nc(C(=O)N2CCOCC2)c2ccccc2c1=O,0.48,1.2,5,.,.,-12,1.1,-18,1.1

# As a short view, some entries already given.
SMILES,Pyk2 oligo antag,CYP2C9 act,EphB4 antag,PostGolgi yeast,Ecoli WT expand,CYP2C19 inh,CYP2C19 activ,CYP2C9 inh,PLAP activator
CCNC(=O)COC(=O)C1C(C(=O)OCC)=C(C)NC(C)=C1C(=O)OCC,0.38,0.3,-4,-3,2,86*,0.1,75*,1.7
O=C(Oc1cccc(NC(=O)c2ccco2)c1)c1ccc(Br)c(S(=O)(=O)N2CCCCC2)c1,-0.08,0.5,7,10,-14,26,0.7,48,1.7
CC1=CC(=O)C=CC1(C)C(Cl)(Cl)Cl (stereo not drawn),0.28,1.1,4,-1,4,9,0.9,-6,1.1
C(=N\C(/N=C/c1ccco1)c1ccco1)/c1ccco1,0.22,1,.,4,3,-6,1.1,0,1.1
COc1ccc(CNC2CCCC2)c(OC)c1OC,1.1,1.3,-6,-4,-3,-20,1.2,-25,1.1

# (cont.)
SMILES,Pyk2 oligo antag,CYP2C9 act,EphB4 antag,PostGolgi yeast,Ecoli WT expand,CYP2C19 inh,CYP2C19 activ,CYP2C9 inh,PLAP activator
Cc1ccc(-c2cc(C(=O)NCCN3CCOCC3)no2)cc1,0.23,0.9,-1,-5,4,11,0.9,6,1.1
Cc1nn(-c2ccccc2)c2sc(C(=O)OCN3C(=O)c4ccccc4C3=O)cc12,.,0.8,.,.,.,24,0.8,16,1.4
O=C(Cn1cc2c(n1)CCCC2)Nc1ccccc1Br,.,0.3,-3,1,2,90*,0.1,67*,1
O=C(NCCCN1CCCC1)C1CCC(=O)N1C1CCCCC1 (stereo not drawn),-0.4,1,8,3,3,10,0.9,5,0.8
O=C1C2CCCN2C(c2ccc(F)cc2)N1c1cccc(Cl)c1 (stereo not drawn),.,0.9,-7,-3,6,17,0.8,9,0.9
Cc1noc(C)c1C(=O)N1CCN(Cc2ccccc2)CC1,-0.12,0.9,6,-1,-1,91*,0.1,10,1
COc1ccc(CNS(=O)(=O)c2ccc(OC)cc2)cc1,1.2,1.3,-3,-4,5,76*,0.2,-28,1.5
CC(NC(=O)c1cncc(Br)c1)c1ccc(S(N)(=O)=O)cc1 (stereo not drawn),0.03,0.9,-3,-1,-2,-4,1,12,1.4
COc1ccc(/C(N)=N/OC(=O)CSc2ccc(C)cc2)cc1OC,0.28,0.7,2,-4,0,22,0.8,30,1.2
COc1ccc(NC(=O)c2cccc(OC(F)F)c2)cc1Cl,0.37,1.1,-1,-3,-2,69*,0.3,-13,0.8
O=C1CCCC2=C1C(c1cn(-c3ccccc3)nc1-c1cccs1)c1c([nH]c(=O)[nH]c1=O)N2 (stereo not drawn),-0.63,0.9,1,-6,3,20,0.8,5,1.6
O=S(=O)(c1ccc(Cl)cc1)c1snnc1-c1ccccc1,-1.2,0.7,3,6,2,90*,0.1,29,0.6
Nn1c(-c2ccco2)n[nH]c1=S,-0.28,0.9,1,4,9,2,1,9,0.7
COc1cc(C(=O)N(Cc2cccc(Cl)c2)C2CCS(=O)(=O)C2)cc(OC)c1OC (stereo not drawn),1.4,0.9,3,0,6,-10,1.1,12,1.6
CCCc1nc(-c2cc3ccc(C)cc3[nH]c2=O)no1,1.1,.,-3,2,-14,.,.,.,.
Cn1c(CN2CCCCC2)nc2cc(NC(=O)c3ccccc3Cl)ccc21,-0.28,1,2,-3,6,4,1,-4,1
COc1cc(NC(=O)C2CCC(CNc3c(N4CCCCC4)c(=O)c3=O)CC2)cc(OC)c1 (stereo not drawn),.,0.4,.,-11,-1,58*,0.4,62*,1.4
CCOC(=O)C1CCCN(S(=O)(=O)c2ccc(Br)s2)C1 (stereo not drawn),-0.89,0.7,4,4,-1,83*,0.2,26,1.1
COc1ccc(S(=O)(=O)NCCOc2ccccc2)cc1OC,-0.32,2.9*,-4,-7,-2,100*,0,-186,1
Nc1cc(=O)[nH]c(SCC(=O)Nc2cc(Cl)cc(Cl)c2)n1,1.1,0.7,0,-10,-1,6,0.9,32,0.9
CC(C)[C@H](NC(=O)OC(C)(C)C)c1nnc(SCC(=O)Nc2ccc(Br)cc2)o1,0.42,0.3,-4,-1,3,49,0.5,70*,1.5
CC1=C(C(=O)Nc2ccccc2)C(c2cccs2)C(C#N)=C(SCC#N)N1 (stereo not drawn),-0.03,0.1,-12,-1,-11,89*,0.1,88*,1.2
Cc1cc(-n2c(C)cc(C(=O)CN3C(=O)NC4(CCCCCC4)C3=O)c2C)no1,-0.31,1,-5,-1,-1,47,0.5,-2,0.9
Cc1ccc(-n2c(CNc3ccc(F)cc3)nnc2SCC(=O)NCc2ccco2)cc1,1,0.4,-3,-10,2,35,0.7,61*,1.6
O=C(CNC(=O)c1ccco1)NCC(=O)OCc1cccc(C(=O)Oc2ccccc2)c1,1.6,0.7,2,-5,-1,41,0.6,30,1.2
Cc1nnc(SCC(=O)NCC2CCCCC2)n(N)c1=O,0.05,1,7,13,-2,-11,1.1,-3,1
CCc1ccc(-c2c(C)sc(NC(C)=O)c2C(N)=O)cc1,-0.32,0.6,-2,0,2,39,0.6,41,1
CC(NC(=O)COc1cc(=O)n(C)c2ccccc12)c1ccc2c(c1)OCCO2 (stereo not drawn),0.64,0.9,-4,8,2,11,0.9,10,1.1
CCc1noc(C)c1C(=O)Nc1nc(-c2cc(C)ccc2C)c(C)s1,1.1,0.9,-1,5,-4,1,1,9,0.9
COc1ccc2c(c1OC)C(=O)N1N=C(c3ccc(O)cc3)CC21 (stereo not drawn),-0.5,2.4*,-16,-5,2,0,1,-144,1.1
CCN1CCN(S(=O)(=O)c2ccc(OC)c(Br)c2)CC1,0.47,2.6*,8,0,10,72*,0.3,-159,1.5
Cn1c(=NC(=O)c2cnccn2)sc2ccccc21,-0.5,1.2,-5,1,-2,-2,1,-16,0.8
CCOc1ccc(-c2c(C)n([O-])c3c([n+]2=O)CCCC3)cc1,0.48,1.1,-7,1,-6,9,0.9,-7,0.9
C#CCn1c(S(=O)(=O)Cc2ccc(F)cc2)nc(-c2ccccc2)c1-c1ccccc1,-2.4,0.1,-1,-9,-26,98*,0,92*,1
CS(=O)(=O)Nc1ccc(C(=O)NCCSCc2ccco2)cc1,0.9,0.6,-4,-17,4,-2,1,36,1.3
